MT1-MMP act inh – blockers of MT1-MMP proenzyme processing, primary screen, HT1080 RFP-PRO-GFP cells, GFP/RFP fluorescence; GFP/RFP ratio fluorescence, overnight; percent of plate control window, DMSO zero; GFP/RFP ratio change, % at 20 µM; hit rate 0.061% among 360,000; Matrix metalloproteinase-14 (Homo sapiens), P50281;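 active = GFP/RFP ratio change of at least 30% with cell ATP level not reduced by more than half and red fluorescence within 50% of control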; also: strong numbers were not always called active
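system = RFP-PRO-GFP reporter HT1080 cells | dosing = 20 µM single dose, 1% DMSO | timing = overnight cell settling, then overnight compound exposure, 37 °C, 5% CO2 | read-out basis = GFP/RFP fluorescence ratio | controls = DMSO and RFP-L50D-GFP cell wells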
Rin1-Abl PPI inh – inhibitors of Rin1-Abl protein binding, primary screen, biochemical, TR-FRET; hit rate 0.4% among 360,000; inhibition, % at 7.35 µM; Tyrosine-protein kinase ABL1 (Homo sapiens) + Ras and Rab interactor 1 (Homo sapiens), …; AID 588664, 2011; in the data active = inhibition above about 5%, passing the limit was not always enough
Rpn11 block – Rpn11 (PSMD14) deubiquitinase inhibitors, primary screen, biochemical, fluorescence polarization, uHTS; AID 588493, 2011; human 26S proteasome, Ub4-pepOG fluorescence polarization; 20S core pre-blocked with epoxomicin; calls only at 20 µM; hit rate 0.59% among 360,000;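 active = inhibition at 20 µM, scaled to each plate's controls, above about 33%, limit read from the data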
PABP1 MLLE inh – inhibitors of PABP1 MLLE–PAM2 peptide binding, primary screen, biochemical, fluorescence polarization, FITC-PAM2, GST-MLLE. hit rate 0.36% among 360,000. AID 588489, 2011. inhibition, % at 20 µM. Polyadenylate-binding protein 1 (Homo sapiens), P11940; in the data active = inhibition above about 35%, passing the limit was not always enough;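 also: plate controls were DMSO wells with GST-MLLE for no effect and wells lacking GST-MLLE protein for full effect; some results filed as inactive read as strong as hits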
MsrA inhibitor – bovine MsrA enzyme inhibitors, primary screen, biochemical, absorbance, HTS; Methionine sulfoxide reductase A (Bos taurus); purified bovine MsrA, absorbance read-out; inhibition, % at 15.5 µM; hit rate 0.75% among 360,000; in the data active = inhibition above about 4.5%;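 also: 0% = vehicle wells with enzyme and 100% = reference inhibitor wells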
FAS-TE inh – FAS thioesterase domain inhibitors, primary screen, biochemical, fluorescence intensity, uHTS; Fatty acid synthase (Homo sapiens), P49327; recombinant FAS-TE, OMFH fluorogenic substrate, fluorescence endpoint; inhibition, % at 15 µM; hit rate 0.67% among 360,000;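 active = compounds whose normalised, plate-corrected inhibition of enzyme fluorescence in the single-dose primary screen is 50% or more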;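 also: 0% = DMSO with enzyme and 100% = substrate without enzyme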
MsrA act – bovine MsrA enzyme activators, primary screen, biochemical, absorbance, HTS; Methionine sulfoxide reductase A (Bos taurus); purified bovine MsrA, absorbance read-out; activation, % at 10.6 µM; hit rate 0.3% among 360,000; in the data active = activation above about 7.5%;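 also: 0% = vehicle and 100% = reference activator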
eLon inh – inhibitors of E. coli Lon protease, primary screen, biochemical, fluorescence polarization. P0A9M0. purified E. coli Lon protease. inhibition, % at 7.94 µM. hit rate 0.42% among 360,000; in the data active = inhibition above about 13%, passing the limit was not always enough;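 also: 0% = enzyme with probe and DMSO and 100% = no enzyme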
Target sequence (P0A9M0 whole entry, looked up): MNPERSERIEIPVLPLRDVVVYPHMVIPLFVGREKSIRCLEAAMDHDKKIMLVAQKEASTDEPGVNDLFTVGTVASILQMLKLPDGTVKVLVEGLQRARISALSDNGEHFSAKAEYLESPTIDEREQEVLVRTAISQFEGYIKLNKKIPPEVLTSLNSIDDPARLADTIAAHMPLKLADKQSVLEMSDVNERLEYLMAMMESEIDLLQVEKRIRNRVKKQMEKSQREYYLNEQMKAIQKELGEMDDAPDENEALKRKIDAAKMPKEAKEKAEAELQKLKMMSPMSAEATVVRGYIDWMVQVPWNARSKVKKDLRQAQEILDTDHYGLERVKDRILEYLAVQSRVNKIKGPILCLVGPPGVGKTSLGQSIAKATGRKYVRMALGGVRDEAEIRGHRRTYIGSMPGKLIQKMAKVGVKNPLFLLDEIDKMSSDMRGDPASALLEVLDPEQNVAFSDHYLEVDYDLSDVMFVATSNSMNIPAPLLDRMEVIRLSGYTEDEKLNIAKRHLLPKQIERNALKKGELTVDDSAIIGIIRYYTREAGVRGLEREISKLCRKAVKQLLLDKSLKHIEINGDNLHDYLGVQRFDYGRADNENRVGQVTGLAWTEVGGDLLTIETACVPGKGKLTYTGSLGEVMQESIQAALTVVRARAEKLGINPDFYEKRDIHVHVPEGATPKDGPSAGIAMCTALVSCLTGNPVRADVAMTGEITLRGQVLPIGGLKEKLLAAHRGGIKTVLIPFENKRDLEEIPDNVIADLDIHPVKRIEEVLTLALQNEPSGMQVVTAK
CSN inh – inhibitors of CSN-mediated cullin deneddylation, primary screen, biochemical, fluorescence polarization, uHTS | AID 651999, 2013 | hit rate 0.38% among 360,000 | COP9 signalosome complex subunit 5 (Homo sapiens), Q92905 | Purified CSN, SCF-Nedd8-OG deneddylation | inhibition, % at 12.5 µM;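 active = pattern-corrected inhibition above about 35%, with an unprinted fluorescence ratio check between 0.5 and 1.5, limit read from the data, passing the limit was not always enough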;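 also: 0% = enzyme with substrate and 100% = substrate without enzyme; some results filed as inactive read as strong as hits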
Target sequence (Q92905 whole entry, looked up, one chain of several): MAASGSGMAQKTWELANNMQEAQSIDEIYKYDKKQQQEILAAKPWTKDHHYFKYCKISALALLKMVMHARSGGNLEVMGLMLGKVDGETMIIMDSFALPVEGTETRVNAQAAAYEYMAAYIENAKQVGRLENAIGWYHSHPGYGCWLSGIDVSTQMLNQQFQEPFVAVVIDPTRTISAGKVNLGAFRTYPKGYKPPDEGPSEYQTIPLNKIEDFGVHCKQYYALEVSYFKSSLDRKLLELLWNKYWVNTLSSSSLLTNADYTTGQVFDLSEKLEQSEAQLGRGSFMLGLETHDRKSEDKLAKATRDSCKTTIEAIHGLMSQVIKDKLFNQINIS
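Material: human Csn5 produced in HEK293T cells; Input: enzyme 0.24 nM; Reagent: SCFSkp2-Nedd8OG substrate at 10 nM final; Dosing: 12.5 µM compound; Incubation: 90 min reaction at room temperature; Detection: fluorescence polarization of the substrate; Evaluation: % inhibition of substrate cleavage by Csn5; Control set: substrate-only high control, full reaction low control.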
* marks the source's active call; other numbers are inactive results; i = inactive; x = not tested or not shown; + = active, no number.

SMILES	MT1-MMP act inh	Rin1-Abl PPI inh	Rpn11 block	PABP1 MLLE inh	MsrA inhibitor	FAS-TE inh	MsrA act	eLon inh	CSN inh
CC(Sc1ccccn1)C(=O)Nc1ccc2c(c1)OCO2 (centres undefined)	-1	1	i	9	0.8	-4	-5	5	0
CC1(C)Cc2c(cnn2-c2ccc(F)cc2)C(NC(=O)CCN2CCCCC2=O)C1 (centres undefined)	-3	4	i	4	-0.9	-3	-3	-11	-1
CCOc1ccccc1C(=O)Nc1nnc(Cc2ccc(OC)c(OC)c2)s1	3	0	i	12	-1.0	8	-2	1	2
ON1C2CCCCC2N(O)C1c1ccccc1C(F)(F)F (centres undefined)	7	-1	i	17	0.2	-7	-1	1	3
O=C(N/N=C/c1cccs1)c1ccc2nc[nH]c2c1	0	0	i	-5	3.5	-2	-4	-10	10
NS(=O)(=O)c1cccnc1Nc1cccc(Cl)c1	-1	1	i	0	-1.3	-1	-1	-2	-6
CCCN1C(=O)/C(=N\OCC(=O)NCC(F)(F)F)c2ccccc21	-2	1	i	0	1.1	-5	-2	-4	-1
Cc1cc(NC(=O)c2ccccc2)n(-c2nc3ccccc3[nH]2)n1	1	-2	i	5	-0.9	-4	-5	-12	9
CC(C(=O)Nc1ccccc1-c1ccccc1)N1CCN(S(=O)(=O)c2ccccc2)CC1 (centres undefined)	-10	2	i	10	0.7	30	-8	1	-5
O=C(Nc1nnc(-c2ccc3c(c2)CCCC3)o1)c1ccccc1Cl	0	-2	i	6	0.8	0	0	-3	3
COC(=O)c1ccc(COc2ccccc2/C=N/NS(=O)(=O)c2ccc(C)cc2)cc1	2	-3	i	-2	1.9	28	-2	7	-9
CCN1C(=O)[C@H]2[C@@H](c3ccc(C)cc3)N[C@]3(CCCN(Cc4ccc(C(F)(F)F)cc4)C3=O)[C@H]2C1=O	2	2	i	3	-0.5	3	-5	-5	10
O=C(CC1C[C@H](C(=O)N2CCOCC2)[C@@]2(CCC3CCCC3)c3[nH]c4ccccc4c3CCN2C1=O)NCCCn1ccnc1 (some centres undefined)	-5	0	i	1	2.6	69*	-2	3	-2
Cc1ccc(S(=O)(=O)N(Cc2cccc([N+](=O)[O-])c2)C(=O)N2CCN(C)CC2)cc1	1	-2	i	2	0.2	3	-8	3	3
Cn1c(C(=O)NCCCN2CCc3ccccc3C2)cc2c(=O)n(C)c3ccccc3c21	0	-2	i	-6	0.3	-2	-2	-9	0
COc1ccc(C(=O)NNC(=S)NC(=O)c2cc(-c3ccccc3)nc3ccccc23)cc1	15	1	i	33	1.2	17	1	2	2
O=C(NCc1ccccn1)C1CCN(S(=O)(=O)c2cc(Cl)ccc2Cl)CC1	-2	1	i	-10	-0.5	0	-2	7	-1
CC(OC(=O)c1cc(Br)ccc1O)C(=O)NCc1ccc2c(c1)OCO2 (centres undefined)	3	1	i	-7	0.6	0	-2	4	7
COC(=O)N(NC(=O)C(O)(c1ccccc1)c1ccccc1)c1ccc(C)cc1	0	-5	i	-6	0.1	0	-1	7	-5
COc1ccccc1NC(=O)COc1cccc2c1CCNC2=O	2	2	i	2	-0.8	-5	-1	-6	-1
O=C(NC1CCCC1)c1ccc(CS(=O)Cc2ccc(Cl)cc2)o1 (centres undefined)	3	-1	i	9	0.6	-5	-2	-9	-4
O=C(NC1CC2CCC(C1)N2Cc1ccccc1)c1ccccc1Cl (centres undefined)	-5	-2	i	-6	-0.3	-5	-4	3	2
CC(C)N1CCN(c2ccc(OCC3COC(Cn4cncn4)(c4ccc(Cl)cc4Cl)O3)cc2)CC1 (centres undefined)	-2	5	i	-8	0.7	-5	-9	2	1
CC1CCC(NC(=O)CSc2nnc(-c3cccnc3)o2)CC1 (centres undefined)	-3	0	i	-16	0.8	-6	-1	-4	2
CC(C)N(C(=O)[C@H]1CC(CC(=O)NCc2ccco2)C(=O)N2CCc3c([nH]c4ccccc34)[C@]12C)C(C)C (some centres undefined)	-2	-3	i	17	-1.1	-1	-1	-9	-1

3 entries already listed, ordered by molar mass, highest first:
SMILES	MT1-MMP act inh	Rin1-Abl PPI inh	Rpn11 block	PABP1 MLLE inh	MsrA inhibitor	FAS-TE inh	MsrA act	eLon inh	CSN inh
Cn1c(C(=O)NCCCN2CCc3ccccc3C2)cc2c(=O)n(C)c3ccccc3c21	0	-2	i	-6	0.3	-2	-2	-9	0
CC(Sc1ccccn1)C(=O)Nc1ccc2c(c1)OCO2 (centres undefined)	-1	1	i	9	0.8	-4	-5	5	0
NS(=O)(=O)c1cccnc1Nc1cccc(Cl)c1	-1	1	i	0	-1.3	-1	-1	-2	-6

(listing goes on)
SMILES	MT1-MMP act inh	Rin1-Abl PPI inh	Rpn11 block	PABP1 MLLE inh	MsrA inhibitor	FAS-TE inh	MsrA act	eLon inh	CSN inh
Cc1ccc(N(Cc2cc(=O)[nH]c3ccccc23)C(=O)C(C)C)c(C)c1	-4	-3	i	-18	0.6	-6	-1	8	4
COc1ccc(-c2csc(N3C(=N)SCC3=O)n2)cc1	5	1	i	-2	-0.2	-10	-11	1	-1
COc1ccc(C(=O)c2[nH]c(N)c(C(=O)NCCc3c[nH]c4ccccc34)c2-c2c(F)cccc2Cl)cc1	1	x	x	x	1.4	3	-4	-2	0
COc1ccccc1-n1c(CNc2ccc(F)cc2)nnc1SCC(=O)Nc1cc(C)on1	5	2	i	-4	-0.2	-3	0	-2	-3
COc1ccc(Nc2nnc(C)c3ccccc23)cc1	3	-2	i	10	1.2	-3	-4	-7	5
Cc1cccc(NS(=O)(=O)c2cc(C(=O)NCCC3=CCCCC3)ccc2Cl)c1	-11	1	i	-6	-1.1	27	1	-1	2
COc1ccc(NC(=O)CN(Cc2ccccc2)Cc2ccccc2)cc1S(N)(=O)=O	0	1	i	-11	-0.9	-1	-3	-2	-2
CSC1=NCCN1C(=O)C(C)(C)Oc1ccc(Cl)cc1	-6	-2	i	-7	0.7	6	-2	-12	6
CSc1ccccc1NC(=O)CN(C)CC(=O)Nc1ccc(Cl)cc1F	1	-2	i	4	1.7	3	-7	9	-8
O=C(Nc1ccc(S(=O)(=O)NC2=NCCCCC2)cc1)c1ccc2ccccc2n1	5	2	i	0	-0.8	13	-12	9	4
CN(CC(=O)Nc1ccccc1C(F)(F)F)C(=O)c1ccc(-c2ccc(Cl)cc2)o1	2	-3	i	-3	-0.2	18	-3	-2	-5
O=C(CSC1=NCCS1)Nc1nc(-c2ccccc2)cs1	14	-2	i	20	0.8	2	0	10	4
Oc1ccc(/C=N/Nc2nc(-c3ccc(Cl)cc3)cc(C(F)(F)F)n2)cc1	6	-8	i	-8	3.4	37	-5	0	-11
Cc1cccc(C2C3=C(CCCC3=O)N=C3c4ccccc4C(=O)C32)c1 (centres undefined)	11	-6	i	-8	1.2	9	-3	-1	-2
COc1ccccc1NC(=O)CCc1nc2sc3c(c2c(=O)[nH]1)CCCC3	-8	-2	+	-57	-0.4	1	-1	-29	18
Cc1ccn(CC(=O)NC2CCCN(Cc3ccccc3F)C2)n1 (centres undefined)	-1	2	i	14	-0.4	-9	-3	-5	4
COc1ccc(NC(=O)CSc2nnc(CNC(=O)c3cccs3)o2)c(OC)c1	3	4	i	-3	-1.1	-8	-5	4	1
Cc1ccc(-c2n[nH]c(=O)c3ccccc23)cc1S(=O)(=O)N(C)CCO	-1	-2	i	-12	-0.8	-7	3	1	-5
Cc1ccc(C)c(NC(=O)C(=O)NCc2ccccn2)c1	3	0	i	18	1.4	-6	-10	-4	11
CC(C)Cc1nnc(NC(=O)C2CCCC2)s1	10	2	i	-13	0.1	-6	-12	0	3
CN(C)CCCNC(=O)C(=O)Nc1ccc2c(c1)N(S(=O)(=O)c1cccs1)CCC2	0	1	i	-1	-1.8	-6	-1	-17	-1
C=CCNC(=S)N(CC=C)C1CCS(=O)(=O)C1 (centres undefined)	x	-5	i	-31	-1.6	-10	-3	3	2
O=C(Nc1ccc2c(c1)OCO2)c1cc(C2CCCCN2S(=O)(=O)c2ccccc2)on1 (centres undefined)	2	1	i	-14	-0.1	14	-4	6	-2
O=C(/C=C/c1ccccc1)N(Cc1cccs1)C1CCS(=O)(=O)C1 (centres undefined)	0	2	i	7	0.3	-1	-4	3	0
CCOc1ccc(-c2cc(C(=O)NCc3ccc(C(F)(F)F)cc3)[nH]n2)c(C)c1	3	-3	i	-1	-0.8	2	-1	8	-8
Cc1cc(C(=O)COC(=O)c2ccc(Cl)c(S(N)(=O)=O)c2)c(C)n1C1CC1	-1	-1	i	2	-0.1	0	1	-8	-1
CC[C@H](C)[C@H](NC(N)=O)C(=O)Nc1ccc(S(=O)(=O)NC(C)C)cc1	-10	-2	i	-3	-1.3	-4	0	-3	5
CC1(Oc2cccc(F)c2)CCN(Cc2ccc(-c3ccccc3)o2)C1 (centres undefined)	4	4	i	-17	0.5	9	1	-26	4
Cc1csc2nc(O)c(C(=O)NCCCc3ccccc3)c(=O)n12	1	1	i	2	-0.8	8	-5	-4	-2
O=C(Nc1ccccc1)C1=C[C@H](c2csc3ccccc23)C[C@H](OCCCCO)O1	9	0	i	1	-0.1	11	-3	-15	1

Of the compounds above, nine have an NH in an aromatic ring:
SMILES	MT1-MMP act inh	Rin1-Abl PPI inh	Rpn11 block	PABP1 MLLE inh	MsrA inhibitor	FAS-TE inh	MsrA act	eLon inh	CSN inh
O=C(N/N=C/c1cccs1)c1ccc2nc[nH]c2c1	0	0	i	-5	3.5	-2	-4	-10	10
Cc1cc(NC(=O)c2ccccc2)n(-c2nc3ccccc3[nH]2)n1	1	-2	i	5	-0.9	-4	-5	-12	9
O=C(CC1C[C@H](C(=O)N2CCOCC2)[C@@]2(CCC3CCCC3)c3[nH]c4ccccc4c3CCN2C1=O)NCCCn1ccnc1 (some centres undefined)	-5	0	i	1	2.6	69*	-2	3	-2
CC(C)N(C(=O)[C@H]1CC(CC(=O)NCc2ccco2)C(=O)N2CCc3c([nH]c4ccccc34)[C@]12C)C(C)C (some centres undefined)	-2	-3	i	17	-1.1	-1	-1	-9	-1
Cc1ccc(N(Cc2cc(=O)[nH]c3ccccc23)C(=O)C(C)C)c(C)c1	-4	-3	i	-18	0.6	-6	-1	8	4
COc1ccc(C(=O)c2[nH]c(N)c(C(=O)NCCc3c[nH]c4ccccc34)c2-c2c(F)cccc2Cl)cc1	1	x	x	x	1.4	3	-4	-2	0
COc1ccccc1NC(=O)CCc1nc2sc3c(c2c(=O)[nH]1)CCCC3	-8	-2	+	-57	-0.4	1	-1	-29	18
Cc1ccc(-c2n[nH]c(=O)c3ccccc23)cc1S(=O)(=O)N(C)CCO	-1	-2	i	-12	-0.8	-7	3	1	-5
CCOc1ccc(-c2cc(C(=O)NCc3ccc(C(F)(F)F)cc3)[nH]n2)c(C)c1	3	-3	i	-1	-0.8	2	-1	8	-8
